# High-throughput results deposited in PubChem BioAssay by National Center for Advancing Translational Sciences (NCATS).
# TDP1 cell noCPT = qHTS for Inhibitors of human tyrosyl-DNA phosphodiesterase 1 (TDP1): qHTS in cells in absence of CPT; Potency, µM (series often up to 46.2 µM), inactives show at the highest dose activity change, negative = growth inhibition, hits mostly inhibitors; DT40 Tdp1-/- hTDP1 cells, no CPT, ATP luminescence, 48 h; 420,000 tested, 15% active; AID 686978, 2013; note: nearly all actives have a fitted effect of over 55% in size
#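 Luminescent ATP content (CellTiter-Glo) served as the growth readout. Knockout chicken DT40 cells expressing human TDP1 were exposed to compounds without camptothecin for a minimum 48 hr at 37 °C.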
# DT40 TDP1 CPT = growth inhibition of DT40 Tdp1-/-;hTDP1 cells with camptothecin (screen for TDP1 inhibitors) | chicken DT40 Tdp1-/-;hTDP1 cells + 20 nM CPT, ATP luminescence, 48 h | Potency, µM (top dose mostly 46.2 µM), for the others: top-dose activity change, negative = growth inhibition, hits mostly inhibitors | 420,000 tested, 12% active | AID 686979; note: nearly all actives have a fitted effect of over 55% in size
#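 Chicken DT40 Tdp1-/- cells complemented with human TDP1, 400 cells/well, exposed to compounds plus 20 nM camptothecin for at least 48 h at 37 C; viability read as ATP content by CellTiter-Glo luminescence.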
# TDP1 block = inhibitors of human tyrosyl-DNA phosphodiesterase TDP1; Q9NUW8; recombinant TDP1, AlphaScreen DNA substrate cleavage; Potency, µM (series often up to 130 µM), for the others: at the top dose activity change, negative = inhibition, usual class: inhibitors; 350,000 tested, 0.28% active; AID 485290; note: nearly all actives have a fitted effect of over 40% in size
# Target sequence (Q9NUW8 whole entry, looked up): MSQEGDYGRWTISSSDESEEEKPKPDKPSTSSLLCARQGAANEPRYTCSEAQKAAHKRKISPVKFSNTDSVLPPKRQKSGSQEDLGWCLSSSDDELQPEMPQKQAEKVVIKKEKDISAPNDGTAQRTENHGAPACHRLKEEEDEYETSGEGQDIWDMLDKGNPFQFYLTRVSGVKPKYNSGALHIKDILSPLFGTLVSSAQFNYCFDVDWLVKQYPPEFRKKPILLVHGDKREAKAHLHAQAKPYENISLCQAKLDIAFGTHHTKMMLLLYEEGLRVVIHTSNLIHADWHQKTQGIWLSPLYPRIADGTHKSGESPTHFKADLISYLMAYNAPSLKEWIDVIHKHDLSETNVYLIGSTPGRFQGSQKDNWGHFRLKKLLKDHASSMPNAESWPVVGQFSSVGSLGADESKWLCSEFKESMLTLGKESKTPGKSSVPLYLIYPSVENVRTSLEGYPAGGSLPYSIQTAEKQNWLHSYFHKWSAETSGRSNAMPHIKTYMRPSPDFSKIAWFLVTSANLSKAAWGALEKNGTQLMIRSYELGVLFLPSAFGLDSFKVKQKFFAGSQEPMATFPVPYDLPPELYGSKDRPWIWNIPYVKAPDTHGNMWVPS
#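 AlphaScreen read-out: signal falls as enzyme removes the 3' tyrosine-FITC from a 5'-biotinylated DNA oligo (15 nM, 5 min, RT). Enzyme was E. coli-made recombinant Tdp1 at 1 nM, exposed to compound for 15 min beforehand; beads 10 ug/ml, 10 min.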
# The depositor's hits bear a star; u = inconclusive; x = no result given; & = joins results of further samples; [ ] = remark or other dose. Calls come from the whole dose curve; as a rule, active = well fitted curve in the direction sought with a large enough effect; inconclusive = small, poorly fitted or top-dose-only effect, or another doubt; inactive = no such curve, though single readings can be large; an effect the other way counts as inactive or inconclusive. % is set by controls: 0 for no effect and ±100 for the full control effect; potency is the fitted concentration of half-maximal effect. Outcome played no part in choosing rows. About 18% of those tested had a hit in this group.
SMILES,TDP1 cell noCPT,DT40 TDP1 CPT,TDP1 block
N#Cc1c(NC(=O)CSc2n[nH]c(Cc3ccccc3)n2)oc(-c2ccccc2)c1-c1ccccc1,u,u,11.0%
Cc1cc(C(=O)N2CCN(c3ccccc3O)CC2)c(C)o1,-10.9%,1.4%,6.6%
COc1ccc(OC)c(-n2nnnc2SCC(=O)NCCc2ccccc2)c1,-17.4%,u,3.9%
Cc1ccc(Cl)cc1NC(=O)N1CCc2cc(S(=O)(=O)N3CCC(C)CC3)ccc21,-10.5%,-26.0%,2.5%
CCc1ccccc1NC(=O)COc1ccc(C(=S)N2CCCC2)cc1,-17.9%,1.0%,8.2%
Cc1nc(-c2coc3c(CN(C)C)c(O)ccc3c2=O)cs1,-10.7%,u,2.4%
CCc1nnc(NS(=O)(=O)c2ccc(N/C=C\C(=O)c3cccc(OC)c3)cc2)s1,-24.2%,1.5%,-5.1%
Cc1cc(C)n(CC(=O)N2c3ccccc3Sc3ccccc32)n1,u,u,5.2%
CCOC(=O)c1ccc(NC(=O)CSc2nc(-c3ccc(F)cc3)cc(C(F)(F)F)c2C#N)cc1,u,u,3.2%
COc1ccc(NC(=O)COC(=O)Cc2c[nH]c3ccccc23)cc1OC,-0.5%,-1.2%,0.0%
COc1ccccc1CN1CCCC2(CCN(C(=O)c3cc(C(F)(F)F)cc(C(F)(F)F)c3)CC2)C1,-15.8%,6.3%,x
CCCc1nc(Cl)c(C#N)c2c1CCCC2,-16.7%,-9.8%,3.2%
O=C(Nc1ccccc1N1CCCCC1)c1ccccc1F,-18.1%,u,-8.3%
CC(C)N(CCO)C(=O)CCc1nnc(Cc2cccc(C(F)(F)F)c2)o1,3.9%,2.2%,1.2%
Cc1ccc(-c2cc(C(F)(F)F)n3ncc(C(=O)N4CCCc5ccccc54)c3n2)cc1,-10.2%,-27.7%,4.9%
C/C(=N\NC(=O)C1CCCN(S(=O)(=O)c2ccccc2)C1)c1cccnc1 (stereo not drawn),-25.1%,-4.8%,0.0%
CCOc1ccc(S(=O)(=O)N2CCN(C(=O)c3cccn3C)CC2)cc1,14.6µM*,u,9.1%
O=C(NNc1c(Cl)cc(Cl)cc1Cl)C1CCC1,-21.9%,-3.8%,0.0%
N#C/C(=C\c1c(N2CCN(Cc3ccccc3)CC2)nc2ccccn2c1=O)S(=O)(=O)c1ccccc1,-8.0%,-22.8%,6.3%
Cc1ccc(CCNC(=O)c2nnc(CS(=O)(=O)c3ccccc3)o2)cc1,u,-6.0%,x
O=C(Nc1ccccc1Cl)c1cc(S(=O)(=O)N2CCCC(C(=O)O)C2)ccc1F (stereo not drawn),-32.1%,-5.5%,3.8%
COc1ccc(NC(=S)N2CCC(C(=O)c3ccc(C)cc3)CC2)cc1,8.2µM*,u,x
O=C(Nc1ccc(Br)cc1)C1CCN(c2cnccn2)CC1,u,u,2.2%&7.0%
C=CC[C@@H](CC(=O)N[C@H](CO)Cc1ccccc1)C(=O)N[C@H](COC(=O)[C@@H](CC=C)Cc1ccc(F)cc1)C(C)(C)C,u,u,0.6%
C/C(=N\O)C(C)Oc1ccc(Cl)cc1 (stereo not drawn),-15.1%,2.0%,8.8%
Cc1cc2c(cc(C(=O)OC(C)C(=O)NCc3ccccc3)n2C)o1 (stereo not drawn),-9.4%,0.5%,x
CCc1ccc(C(=O)O)cc1,-7.6%,15.9%,5.7%
Cc1cccc(NC(=O)c2cccc(S(=O)(=O)N3CCCC3)c2)n1,u,-29.7%,x
CCc1ccc(NC(=O)C(CC)n2nnc(C(=O)OC)c2C(=O)OC)cc1 (stereo not drawn),-16.5%,-1.1%,2.5%
COc1ccc(-n2ccnc(SCC(=O)NC3CCCC3)c2=O)cc1,u,-17.0%,0.1%
Cc1nn(C)c(Oc2ccccc2)c1CCNC(=O)CCl,u,u,x
O=C(NCCc1ccccc1)C(=O)NCC(c1cccs1)S(=O)(=O)c1cccs1 (stereo not drawn),u,16.4µM*,5.2%
CCc1nnnn1-c1ccc([N+](=O)[O-])cc1C,9.3%,3.0%,2.5%
Cc1nc(N2CCN(c3ccccc3)CC2)[nH]c(=O)c1C,u,-5.2%,6.4%
CCN(CC)S(=O)(=O)c1ccc(=O)n(CC(=O)N2CCCc3cc(C)ccc32)c1,-10.5%,-5.5%,0.2%
Cc1cc(Br)ccc1NC(=O)c1cc2c(s1)-c1ccccc1SC2,u,u,-5.1%
C/C(=N\Nc1nc2c(s1)CCCC2)c1ccccc1,14.6µM*,16.4µM*,12.7%
CN1CCN(C2=C(Cl)C(=O)c3ccccc3C2=O)CC1,2.59µM*,2.31µM*,x
CCSc1nnc(NC(=O)c2ccc(C)cc2)s1,-4.9%,-18.9%,2.0%
O=C(NCc1cccs1)c1ccc(S(=O)(=O)N2CCOCC2)cc1,-15.0%,-4.4%,2.5%
COc1cc(/C=C2\NC(=S)N(C)C2=O)ccc1OCc1cccc(F)c1,-19.8%,-2.8%,x
CCc1nnc(NC(=O)CCCSc2nc3ccccc3[nH]2)s1,-6.6%,10.8%,1.2%
CCOC(=O)C1CCN(C(=O)c2ccc(OCC(=O)Nc3ccc(OCC)cc3)c(OC)c2)CC1,16.4µM*,20.6µM*,2.7%[0.505 µM]
CCOc1ccc(C(=O)NCC(=O)NCC(c2ccc(OC)cc2)N2CCCC2)cc1 (stereo not drawn),5.5%,-3.7%,x
COc1ccccc1-c1ccnc(-n2ncc(C(=O)NCC3(N4CCOCC4)CCCC3)c2C)n1,-19.2%,7.6%[9.04 µM],x
CCCn1c(=O)c2sccc2n2c(CCCC(=O)N3CCN(c4ccccc4)CC3)nnc12,16.4µM*,u,-5.1%
COc1ccnc(Oc2ccc(F)cc2)c1C(=O)N/C=N/OCc1ccc(F)cc1Cl,u,u,8.4%
O=C(CSc1nnc(SCc2ccc(Cl)cc2)s1)N/N=C/c1ccccc1C(=O)O,u,-16.4%,6.5%
CN(CCC#N)Cc1cc(=O)oc2ccc3ccccc3c12,u,-20.0%,0.0%
CCN1C(=O)[C@@H]2[C@@H](c3ccc(-c4ccc(C(C)=O)cc4)cc3)N3CCCC[C@@]3(C(=O)OC)[C@@H]2C1=O,18.4µM*,16.4µM*,-1.8%
O=C(NC(=S)Nc1ccc(S(=O)(=O)N2CCCCC2)cc1)c1cccs1,18.4µM*,25.9µM*,5.4%
CC(=O)c1ccc(OC2(C)CCN(Cc3cccn3-c3nccs3)C2)cc1 (stereo not drawn),u,u,x
COC(=O)c1ccc(CSC2=NC[C@@H]3[C@@H]4C(=O)N(Cc5ccccc5)C(=O)[C@@H]4[C@](Cc4ccccc4)(C(=O)OC)N23)cc1,u,u,-0.4%[56.1 µM]
O=C(/C=C/c1ccc(OC2CSC2)cc1)c1ccccc1,18.4µM*,18.4µM*,5.9%
COc1c(C)cccc1C(=O)NC(=S)Nc1cccc2nsnc12,-28.2%,-10.0%,3.5%
Cc1ccc(S(=O)(=O)NC(=O)C2(C)CCN2C(=O)COc2ccc(Cl)cc2)nc1 (stereo not drawn),-1.7%,9.1%,x
O=C1OC(N2CCN(C(=O)C3CCCO3)CC2)c2ccccc21 (stereo not drawn),-8.1%,4.0%,3.9%
CCCCCN(CCCCC)C(=O)C(CCC(=O)O)NC(=O)c1ccc(Cl)c(Cl)c1 (stereo not drawn),-10.5%&-13.3%,-14.4%&9.0%,-2.5%[56.1 µM]
CC1(C)CC2CN(C(=O)Cc3ccccc3)C(C)(C2)C1 (stereo not drawn),16.4µM*,u,4.9%
Cc1ccc(S(=O)(=O)N/N=C/c2ccc(O)cc2O)cc1[N+](=O)[O-],-14.4%,-28.8%,0.0%

# Complete entries as entered above. Values in the order: TDP1 cell noCPT	DT40 TDP1 CPT	TDP1 block
# Cc1ccc(S(=O)(=O)NC(=O)C2(C)CCN2C(=O)COc2ccc(Cl)cc2)nc1 (stereo not drawn) as listed: -1.7%	9.1%	x
# O=C(/C=C/c1ccc(OC2CSC2)cc1)c1ccccc1 as listed: 18.4µM*	18.4µM*	5.9%
# COc1ccnc(Oc2ccc(F)cc2)c1C(=O)N/C=N/OCc1ccc(F)cc1Cl as listed: u	u	8.4%
# COc1c(C)cccc1C(=O)NC(=S)Nc1cccc2nsnc12 as listed: -28.2%	-10.0%	3.5%

# The listing continues.
SMILES,TDP1 cell noCPT,DT40 TDP1 CPT,TDP1 block
Cc1ccccc1C(=O)Nc1ccc(C(=O)OCc2cc(=O)n3c4c(sc3n2)CCCC4)cc1,u,u,6.2%
Cc1ccc(C(=O)Nc2cccc(OCc3cc(=O)n4c5c(sc4n3)CCCC5)c2)cc1,-14.7%,-15.8%,3.8%
CC(=O)N(Cc1ccccc1)c1ccccc1C(=O)O,-10.9%,2.5%,x
CCN(c1ccccc1)S(=O)(=O)c1cccc(C(=O)N(C)CCOc2ccccc2)c1,20.6µM*,14.6µM*,-14.7%
CCCCc1n[nH]c2c1C(=O)CC(C)(C)C2,u,3.4%,7.7%
COc1ccc(CNC(=O)c2nnn(-c3cccc(C(F)(F)F)c3)c2N)cc1,-10.1%,-19.9%,4.9%
c1ccc(Nc2ncnc3ccc(-c4ccc5c(c4)OCO5)cc23)cc1,u,u,-13.4%
COc1cccc(-c2c(-c3cc(OC)cc(OC)c3)n(C)c3ccc(-c4ccc(OC)nc4)cc23)c1,16.4µM*,18.4µM*,4.0%
CCC(C)(C)C1CCc2[nH]nc(C(=O)NCCN3CCOCC3)c2C1 (stereo not drawn),u,u,-2.0%
COc1ccc(NC(=O)NNC(=O)c2ccc(-c3ccccc3)cc2)c(OC)c1,-14.5%,-2.8%,1.3%
CC(=O)c1cc2c(cc1NC(=O)c1cc3nc(C(C)C)cc(C(F)(F)F)n3n1)OCO2,u,-26.9%,1.0%
CCc1nc2ccc(C(=O)NCc3ccc(C)o3)cc2nc1CC,-23.0%,u,5.7%
CN(C)c1ccc(-c2ccnc3c2CC(C)(C(=O)NCC2CCOCC2)O3)cc1 (stereo not drawn),13µM*,16.4µM*,x
Cc1ccc(NNC(=O)c2cc(C(C)(C)C)nn2Cc2ccccc2)cc1,u,-18.4%,-1.2%
O=C(O)CCCC(=O)N1CCN(c2cccc(Cl)c2)CC1,2.7%,-2.5%,2.1%
C=C1[C@H](CO)[C@@H](O)C[C@@H]1n1cnc2c(=O)[nH]c(N)nc21,0.0053µM*,0.0084µM*,x
CC(=O)Nc1ccc(C(=O)OCC(=O)N2CCCC2)cc1,-6.1%,19.0%,0.8%
CC1CCCCN1C(=O)COC(=O)c1ccc2c(c1)C(=O)N(Cc1ccco1)C2=O (stereo not drawn),-1.4%,-2.2%,2.7%
C/C(Cc1ccccc1)=N\NC(=O)CNC(=O)Cc1ccccc1,2.4%,3.2%,3.6%
O=C(c1ccc(Cl)c(Cl)c1)N1CCC(=O)N([C@H](COCc2ccccc2)Cc2ccccc2)CC1,18.4µM*,20.6µM*,x

# Next section, overlapping the part above by two compounds.
SMILES,TDP1 cell noCPT,DT40 TDP1 CPT,TDP1 block
C/C(Cc1ccccc1)=N\NC(=O)CNC(=O)Cc1ccccc1,2.4%,3.2%,3.6%
O=C(c1ccc(Cl)c(Cl)c1)N1CCC(=O)N([C@H](COCc2ccccc2)Cc2ccccc2)CC1,18.4µM*,20.6µM*,x
COc1ccc(C2CC(c3ccccc3)=NN2C(=O)COC(=O)c2nc3nc(C)cc(C)n3n2)cc1 (stereo not drawn),u,-10.7%,7.4%
COC(=O)c1sccc1NC(=O)CSCCc1ccccn1,-8.1%,10.2%,3.4%
CCOC(=O)CSc1cc(C(F)(F)F)nc(-c2ccccn2)n1,u,u,-1.0%
CC(=O)N1CCc2cc(CNS(=O)(=O)c3ccc(F)cc3)ccc21,-22.9%,1.1%,2.7%
Cc1cccc(-n2ncc3c2CCCC3NC(=O)C2(C(N)=O)CC2)c1C (stereo not drawn),u,10.3µM*,3.2%
Cc1ccc(S(=O)(=O)c2cn(Cc3ccccc3Cl)c3ccc(F)cc3c2=O)cc1,16.4µM*,18.4µM*,3.8%
COc1cc(CCC(=O)OCC(=O)Nc2cccc(S(=O)(=O)N(C)C)c2)cc(OC)c1OC,6.4%,-8.4%,5.3%
O=S(=O)(c1ccccc1)N1CCC[C@@]2(CCN(c3ccccc3)C2)C1,u,u,x

# Structural class, the entries above with a tert-butyl group.
SMILES,TDP1 cell noCPT,DT40 TDP1 CPT,TDP1 block
C=CC[C@@H](CC(=O)N[C@H](CO)Cc1ccccc1)C(=O)N[C@H](COC(=O)[C@@H](CC=C)Cc1ccc(F)cc1)C(C)(C)C,u,u,0.6%
Cc1ccc(NNC(=O)c2cc(C(C)(C)C)nn2Cc2ccccc2)cc1,u,-18.4%,-1.2%
